High-throughput results (PubChem BioAssay)
STK33 inh – blocks human STK33 kinase activity | ADP-Glo luminescence, MBP substrate | inhibition, % at 12.5 µM | 27,000 tested, 0.44% active | Q9BYT3; in the data active = inhibition above about 20%
Target sequence (Q9BYT3 whole entry, looked up): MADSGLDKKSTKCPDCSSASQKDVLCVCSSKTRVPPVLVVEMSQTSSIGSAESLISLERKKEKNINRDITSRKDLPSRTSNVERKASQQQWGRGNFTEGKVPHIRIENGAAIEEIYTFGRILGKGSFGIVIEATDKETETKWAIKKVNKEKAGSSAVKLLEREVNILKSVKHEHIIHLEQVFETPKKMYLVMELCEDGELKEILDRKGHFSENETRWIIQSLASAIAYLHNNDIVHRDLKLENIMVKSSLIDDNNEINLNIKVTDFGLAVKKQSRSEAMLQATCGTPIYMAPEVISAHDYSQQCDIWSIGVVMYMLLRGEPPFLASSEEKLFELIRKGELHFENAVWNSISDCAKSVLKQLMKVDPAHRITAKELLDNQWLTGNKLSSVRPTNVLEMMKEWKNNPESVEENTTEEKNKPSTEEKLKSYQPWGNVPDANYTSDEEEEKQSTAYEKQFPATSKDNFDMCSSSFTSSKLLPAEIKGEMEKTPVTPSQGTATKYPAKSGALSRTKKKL
p53 PUMA act – re-activators of the mutant p53 pathway | SW480 PUMA-promoter luciferase, p53 mutant reactivation | activation, % at 9.98 µM | AID 624151 | 28,000 tested, 1.5% active; in the data active = activation above about 52%
An asterisk follows results filed as active; . = no result given. Some of the compounds tested. The share of hits here may be higher or lower than overall.

#1 Cc1cc2nn(-c3cccc4ccccc34)nc2cc1NC(=S)NC(=O)COc1ccccc1
#2 C[C@H]1CN([C@@H](C)CO)S(=O)(=O)c2ccc(-c3ccncc3)cc2O[C@@H]1CN(C)C(=O)Nc1ccc(C(F)(F)F)cc1
#3 CC(C)NC(=O)N(C)C[C@H]1Oc2ccc(NC(=O)CCN3CCOCC3)cc2CC(=O)N([C@@H](C)CO)C[C@@H]1C
#4 C[C@@H]1CN([C@@H](C)CO)C(=O)Cc2cc(NC(=O)C3CC3)ccc2O[C@@H]1CN(C)S(=O)(=O)c1ccc(F)cc1
#5 C[C@H]1CN([C@@H](C)CO)S(=O)(=O)c2ccc(Br)cc2O[C@@H]1CN(C)S(C)(=O)=O
#6 C=C1C(=O)O[C@H]2[C@H]1[C@@H](OC(=O)C(C)(O)CCl)C(OC(C)=O)/C(C(=O)OC)=C\CC[C@@]1(C)O[C@H]21 (some centres not stated)

entry no. | 1 | 2 | 3 | 4 | 5 | 6
STK33 inh | 1.3 | . | -0.5 | 0.8 | . | 0.0
p53 PUMA act | 9.4 | -32.4 | 6.4 | . | 9.8 | .

#7 CC(=O)N(C)C[C@@H]1Oc2cc(-c3ccccc3F)ccc2S(=O)(=O)N([C@@H](C)CO)C[C@H]1C
#8 C[C@@H]1CN([C@@H](C)CO)C(=O)Cc2cc(NC(=O)Nc3cccc4ccccc34)ccc2O[C@@H]1CN(C)S(=O)(=O)c1ccc(F)cc1
#9 O=C(Nc1ncc(C(F)(F)F)cc1Cl)C1COc2ccccc2O1 (configuration not stated)
#10 CC(C)C[C@@H]1NC(=O)[C@H]2C[C@@H](C(=O)NCc3ccc(F)cc3)[C@@H](c3cccc(OCCO)c3)N2C1=O
#11 c1ccc(N=C2SC(=NC3CCCCC3)C3=C2CCCC3)cc1
#12 C[C@@H]1CCCCO[C@H](CN(C)C)[C@H](C)CN([C@H](C)CO)C(=O)c2cc(NC(=O)c3ccccc3)ccc2O1

entry no. | 7 | 8 | 9 | 10 | 11 | 12
STK33 inh | . | 3.5 | -3.9 | -1.5 | . | .
p53 PUMA act | 2.3 | . | 22.9 | . | 1.1 | -2.5

#13 O=[N+]([O-])c1ccc(S(=O)(=O)CC2CSc3nc4ccccc4n32)cc1 (configuration not stated)
#14 Cc1nc(S(=O)(=O)NC[C@@H]2CCCN(Cc3cccc(OCCO)c3)C2)cn1C
#15 Cc1cc(C)cc(OCC(=O)Nc2cccc(-c3nc4ccccc4o3)c2)c1
#16 C[C@H](CO)N1C[C@H](C)[C@H](CN(C)C(=O)NC2CCCCC2)Oc2ccc(NC(=O)CCN3CCOCC3)cc2CC1=O
#17 COc1ccccc1NC(=O)Cn1nc(C)c([N+](=O)[O-])c1C
#18 C[C@H]1CN([C@@H](C)CO)C(=O)c2cccc(NC(=O)c3ccncc3)c2O[C@@H]1CN(C)Cc1ccc2c(c1)OCO2

entry no. | 13 | 14 | 15 | 16 | 17 | 18
STK33 inh | -4.2 | 9.4 | 4.6 | -10.8 | 0.4 | .
p53 PUMA act | 6.8 | . | 9.2 | . | -3.3 | 2.7

#19 C[C@H]1CN([C@@H](C)CO)C(=O)c2cc(C#CCN(C)C)cnc2O[C@H]1CN(C)C(=O)CN1CCOCC1
#20 Cc1noc(C)c1NC(=O)N(C)C[C@@H]1Oc2c(NC(=O)c3ccncc3)cccc2C(=O)N([C@@H](C)CO)C[C@H]1C
#21 C[C@H]1CN([C@@H](C)CO)C(=O)Cc2cc(NC(=O)C3CC3)ccc2O[C@@H]1CN(C)C(=O)Nc1ccc2c(c1)OCO2
#22 C[C@@H]1CN([C@H](C)CO)C(=O)c2cc(C3=CCCCC3)cnc2O[C@H]1CN(C)C(=O)c1ccccn1
#23 O=C(O)CNS(=O)(=O)c1cc(Cl)c(Cl)cc1Cl
#24 C[C@@H]1CN([C@H](C)CO)C(=O)CCCn2nncc2CO[C@H]1CN(C)C(=O)c1ccc(N2CCN(C)CC2)cc1

entry no. | 19 | 20 | 21 | 22 | 23 | 24
STK33 inh | . | . | 2.1 | . | 1.6 | -3.5
p53 PUMA act | 7.1 | 5.6 | . | 3.0 | -4.6 | .

By substructure, the entries above with two or more sulfur atoms.
#5 C[C@H]1CN([C@@H](C)CO)S(=O)(=O)c2ccc(Br)cc2O[C@@H]1CN(C)S(C)(=O)=O
#13 O=[N+]([O-])c1ccc(S(=O)(=O)CC2CSc3nc4ccccc4n32)cc1 (configuration not stated)

entry no. | 5 | 13
STK33 inh | . | -4.2
p53 PUMA act | 9.8 | 6.8

(further entries)
#25 Cc1ccc(F)cc1NC(=O)CSc1nc2ccccc2s1
#26 C[C@@H]1CN([C@@H](C)CO)C(=O)c2cc(N(C)C)ccc2O[C@@H]1CN(C)S(=O)(=O)c1ccccc1
#27 COc1ccc(NC(=O)CSc2nc3c(c(-c4cccs4)c2C#N)CCCC3)cc1
#28 C[C@H](CO)N1C[C@H](C)[C@H](CN(C)C(=O)CCC(F)(F)F)OCc2cnnn2CCCC1=O
#29 CCC(=O)c1ccccc1OCCCN1C(=O)NC(C)(C)C1=O
#30 Cc1cc(C)nc(SCc2nnnn2-c2ccccc2)n1

entry no. | 25 | 26 | 27 | 28 | 29 | 30
STK33 inh | -5.0 | 3.2 | 3.0 | -0.2 | -1.8 | -0.2
p53 PUMA act | 22.8 | 4.0 | 28.6 | . | 6.6 | 2.6

13 entries out of the list, arranged by molecular weight, ascending:
#30 Cc1cc(C)nc(SCc2nnnn2-c2ccccc2)n1
#17 COc1ccccc1NC(=O)Cn1nc(C)c([N+](=O)[O-])c1C
#29 CCC(=O)c1ccccc1OCCCN1C(=O)NC(C)(C)C1=O
#23 O=C(O)CNS(=O)(=O)c1cc(Cl)c(Cl)cc1Cl
#25 Cc1ccc(F)cc1NC(=O)CSc1nc2ccccc2s1
#27 COc1ccc(NC(=O)CSc2nc3c(c(-c4cccs4)c2C#N)CCCC3)cc1
#28 C[C@H](CO)N1C[C@H](C)[C@H](CN(C)C(=O)CCC(F)(F)F)OCc2cnnn2CCCC1=O
#26 C[C@@H]1CN([C@@H](C)CO)C(=O)c2cc(N(C)C)ccc2O[C@@H]1CN(C)S(=O)(=O)c1ccccc1

entry no. | 30 | 17 | 29 | 23 | 25 | 27 | 28 | 26
STK33 inh | -0.2 | 0.4 | -1.8 | 1.6 | -5.0 | 3.0 | -0.2 | 3.2
p53 PUMA act | 2.6 | -3.3 | 6.6 | -4.6 | 22.8 | 28.6 | . | 4.0

#22 C[C@@H]1CN([C@H](C)CO)C(=O)c2cc(C3=CCCCC3)cnc2O[C@H]1CN(C)C(=O)c1ccccn1
#24 C[C@@H]1CN([C@H](C)CO)C(=O)CCCn2nncc2CO[C@H]1CN(C)C(=O)c1ccc(N2CCN(C)CC2)cc1
#18 C[C@H]1CN([C@@H](C)CO)C(=O)c2cccc(NC(=O)c3ccncc3)c2O[C@@H]1CN(C)Cc1ccc2c(c1)OCO2
#21 C[C@H]1CN([C@@H](C)CO)C(=O)Cc2cc(NC(=O)C3CC3)ccc2O[C@@H]1CN(C)C(=O)Nc1ccc2c(c1)OCO2
#16 C[C@H](CO)N1C[C@H](C)[C@H](CN(C)C(=O)NC2CCCCC2)Oc2ccc(NC(=O)CCN3CCOCC3)cc2CC1=O

entry no. | 22 | 24 | 18 | 21 | 16
STK33 inh | . | -3.5 | . | 2.1 | -10.8
p53 PUMA act | 3.0 | . | 2.7 | . | .

More structures:
#31 Cc1cccc(NC(=O)CN(c2ccc(Oc3ccccc3)cc2)S(C)(=O)=O)c1C
#32 O=C(COc1ccc(Cl)cc1Br)NCc1ccccn1
#33 CCOc1ccc(C(=O)NCc2nc(-c3ccccc3)no2)cc1
#34 Cc1ccc(S(=O)(=O)N(C)C[C@H]2Oc3cc(C4=CCCC4)ccc3S(=O)(=O)N([C@H](C)CO)C[C@@H]2C)cc1
#35 Cc1noc(C)c1NC(=O)N(C)C[C@H]1Oc2c(NC(=O)c3ccc(-c4nccs4)cc3)cccc2C(=O)N([C@@H](C)CO)C[C@H]1C
#36 Cc1nnc(SCC(=O)Nc2ccc(Cl)cc2O)s1

entry no. | 31 | 32 | 33 | 34 | 35 | 36
STK33 inh | -4.8 | -0.3 | -1.1 | . | . | 1.9
p53 PUMA act | 0.0 | 75.7* | -3.2 | -60.8 | -2.1 | -15.1

#37 C[C@@H]1CCCCO[C@@H](CN(C)C)[C@@H](C)CN([C@H](C)CO)C(=O)c2cc(NC(=O)c3ccccc3)ccc2O1
#38 CC(C)NC(=O)N(C)C[C@@H]1Oc2ccc(NC(=O)C3CCCCC3)cc2CC(=O)N([C@H](C)CO)C[C@@H]1C
#39 C[C@H]1CCCCO[C@@H](CN(C)C(=O)Nc2cccc3ccccc23)[C@@H](C)CN([C@@H](C)CO)C(=O)c2cc(NC(=O)c3ccncc3)ccc2O1
#40 C[C@@H]1CN([C@H](C)CO)C(=O)c2cc(NS(C)(=O)=O)ccc2O[C@H]1CN(C)Cc1ccc(C(=O)O)cc1
#41 Cc1ccc(Cl)cc1NC(=O)CN(c1ccccc1F)S(C)(=O)=O
#42 COc1cccc(NC(=O)CCCC(=O)O)c1

entry no. | 37 | 38 | 39 | 40 | 41 | 42
STK33 inh | . | -0.9 | . | 1.0 | 0.9 | -0.6
p53 PUMA act | 14.9 | . | -20.0 | . | 3.2 | -9.6

#43 COc1ccccc1CC(CC(=O)O)C(=O)O (configuration not stated)
#44 CC(C)NS(=O)(=O)c1ccc(OCC(=O)O)c(Cl)c1
#45 Cn1nnnc1SCC(=O)Nc1ccc(Oc2ccccc2)cc1
#46 C[C@H](CO)N1C[C@H](C)[C@H](CN(C)Cc2ccc(Oc3ccccc3)cc2)Oc2ccc(NC(=O)c3ccncc3)cc2C1=O
#47 COC(=O)CCN(C(=O)c1ccc(C)c([N+](=O)[O-])c1)c1ccccn1
#48 Cc1ccc(S(=O)(=O)NCCSc2ncc(-c3ccc([N+](=O)[O-])cc3)[nH]2)cc1

entry no. | 43 | 44 | 45 | 46 | 47 | 48
STK33 inh | -5.0 | 6.8 | -1.1 | -0.2 | -0.5 | 6.1
p53 PUMA act | -8.2 | -6.9 | 30.0 | . | -1.4 | -10.5

#49 O=C(COc1ccc(Cl)cc1Br)Nc1ccccc1C(=O)Nc1ccccc1
#50 O=C(C[C@@H]1C[C@H]2c3cc(NC(=O)C4CCOCC4)ccc3O[C@H]2[C@H](CO)O1)NCc1ccccn1
#51 COc1cc([N+](=O)[O-])ccc1NC(=O)CSc1nc(C)cc(C(F)(F)F)n1
#52 O=C1c2ccccc2C(Cc2ccncc2)(Cc2ccncc2)c2ccccc21
#53 C[C@H](CO)N1C[C@H](C)[C@H](CN(C)C(=O)Nc2ccc(F)cc2)Oc2ccc(NC(=O)Nc3ccc(F)cc3)cc2C1=O
#54 CC(C)NC(=O)N(C)C[C@@H]1Oc2ncc(-c3ccc(C(=O)N(C)C)cc3)cc2C(=O)N([C@@H](C)CO)C[C@H]1C

entry no. | 49 | 50 | 51 | 52 | 53 | 54
STK33 inh | -0.6 | . | 5.7 | . | . | .
p53 PUMA act | 9.3 | 13.6 | 3.1 | 4.5 | -2.0 | 7.4

#55 C[C@@H]1CN([C@@H](C)CO)C(=O)Cc2cc(NS(=O)(=O)c3ccc(F)cc3)ccc2O[C@@H]1CN(C)C(=O)Nc1ccc(F)cc1
#56 C[C@H]1CN([C@@H](C)CO)C(=O)Cc2cc(NC(=O)Nc3cccc4ccccc34)ccc2O[C@H]1CN(C)S(=O)(=O)c1ccc(Cl)cc1
#57 CCc1cccc(C)c1NC(=O)CSc1nc2cc(C)cc(-n3nc4ccccc4n3)c2o1
#58 CCn1c(SCC(=O)Nc2ccc3c(c2)OCCO3)nnc1-c1ccccc1
#59 COc1ccccc1NC(=O)Cn1cnc2c1c(=O)n(C)c(=O)n2C
#60 CCc1nc(SCC(=O)Nc2ccccc2Cl)n[nH]1

entry no. | 55 | 56 | 57 | 58 | 59 | 60
STK33 inh | -0.1 | 1.5 | 1.1 | 0.9 | 0.3 | -3.3
p53 PUMA act | . | . | 8.1 | 21.3 | -15.5 | 8.2

#61 C[C@@H]1CN([C@@H](C)CO)C(=O)Cc2cc(NC(=O)Nc3cccc4ccccc34)ccc2O[C@@H]1CN(C)CC1CC1
#62 COc1ccc(S(=O)(=O)N(C)C[C@H]2Oc3c(NC(=O)C4CC4)cccc3C(=O)N([C@H](C)CO)C[C@H]2C)cc1
#63 COc1ccc2ncnc(NCc3ccc4c(c3)OCO4)c2c1
#64 O=c1n(CCCN2CCN(c3cccc(Cl)c3)CC2)nc2ccccn12
#65 CN(C)S(=O)(=O)c1ccc(NC(=O)CCC(=O)O)cc1
#66 CC(=O)N(C)C[C@H]1Oc2cc(C#CC3CC3)ccc2S(=O)(=O)N([C@@H](C)CO)C[C@@H]1C

entry no. | 61 | 62 | 63 | 64 | 65 | 66
STK33 inh | . | . | 2.2 | -0.6 | 0.4 | .
p53 PUMA act | -1.4 | 11.0 | -21.3 | 16.2 | 3.0 | -9.9

#67 CC(=O)Nc1ccc(NC(=O)CN(c2ccc(C)cc2C)S(C)(=O)=O)cc1
#68 C[C@@H]1CN([C@H](C)CO)C(=O)Cc2cc(NS(=O)(=O)c3ccccc3)ccc2O[C@H]1CN(C)C(=O)Nc1ccc2c(c1)OCO2
#69 C[C@@H]1CN([C@H](C)CO)C(=O)Cc2cc(NS(=O)(=O)c3ccc(F)cc3)ccc2O[C@@H]1CN(C)S(=O)(=O)c1ccc(Cl)cc1
#70 Cc1noc(C)c1NC(=O)Nc1ccc2c(c1)CC(=O)N([C@@H](C)CO)C[C@@H](C)[C@@H](CN(C)S(=O)(=O)c1c(C)noc1C)O2
#71 CC(C)NC(=O)Nc1ccc2c(c1)C(=O)N([C@@H](C)CO)C[C@H](C)[C@H](CN(C)C(=O)c1ccncc1)OCCCC[C@H](C)O2
#72 C[C@@H]1CN([C@@H](C)CO)C(=O)c2cc(NC(=O)C3CCCCC3)ccc2O[C@@H]1CN(C)C(=O)Nc1cccc2ccccc12
#73 Cc1ccc2[nH]c(=O)c(CN(C)S(C)(=O)=O)cc2c1
#74 O=C(c1ccccc1)N1Cc2ccccc2[C@H]2OC(c3ccc(OCCCO)cc3)=N[C@@]2(CCS(=O)(=O)c2ccccc2)C1=O

entry no. | 67 | 68 | 69 | 70 | 71 | 72 | 73 | 74
STK33 inh | -4.8 | -1.0 | -0.3 | 3.9 | . | -1.5 | -3.4 | 2.1
p53 PUMA act | -3.3 | -0.7 | . | . | 7.1 | . | 3.8 | .
